Compound activity from PubChem BioAssay.
RPL19A TOR yeast – modulators of TOR pathway RPL19A-GFP in S. cerevisiae. S. cerevisiae RPL19A-GFP strain, flow cytometry, 3 h; hits give low values. percent response vs DMSO, % at 10 µM. 0.3% of 330,000 active;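 active = percent response vs DMSO below 50%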;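 also: median channel GFP fluorescence of the barcoded RPL19A-GFP strain; ratio of sample median GFP to plate DMSO average so 100% = DMSO; lower means less RPL19A-GFP as with rapamycin TOR inhibition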
AGP1-GFP MLPCN – modulators of TOR pathway AGP1-GFP in S. cerevisiae; GFP response vs DMSO, % at 10 µM; 0.02% of 320,000 active; S. cerevisiae AGP1-GFP multiplex flow cytometry, 3 h; GFP as percent of DMSO wells;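 active = GFP response relative to DMSO above a set limit, near screen average plus 3 SD, cut at about 150% in these data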;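 also: median GFP channel fluorescence of the gated AGP1 strain per well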
CIT2 TOR yeast – yeast TOR pathway CIT2-GFP modulation. GFP response vs DMSO, % at 10 µM. AID 2029. S. cerevisiae CIT2-GFP strain, flow cytometry, 3 h; 100 means same as DMSO wells. 0.065% of 320,000 active;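 active = GFP response relative to DMSO above a set limit, near the screen mean plus 3 SD, cut at about 150% in these data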;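 also: ratio of well median GFP fluorescence to mean of DMSO wells on the plate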
GRK2 inh – blocks RNA aptamer binding to human GRK2. P25098. bead flow cytometry, FAM-aptamer displacement from GRK2. inhibition of aptamer binding, % at 10 µM. 0.59% of 330,000 active. AID 488847;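 active = inhibition of aptamer binding above 40%, roughly 3 SD of noise, on plates passing a quality check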;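 also: median bead fluorescence of bound FAM aptamer so fluorescent compounds give negative values; no value below 0 was filed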
VLA-4 inh – inhibition in a human VLA-4 binding assay | P13612 | 0.2% of 330,000 active | VLA-4 expressing cells, ligand binding flow cytometry | inhibition, % (about 7 µM as worked out from the volumes in the protocol); in the data active = inhibition above about 50%
Yeast superoxide – yeast age-related superoxide inhibition as caloric restriction mimetic; 0.18% of 330,000 active; S. cerevisiae aged cells, superoxide DHE fluorescence; hits give low values; superoxide response (% of plate mean), % at 10 µM;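 active = superoxide response under a set limit, about three screen SD below normal, cut at about 65% in these data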;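 also: yeast aged for seven days with compound at 30 °C before DHE staining; 100% = average MFI of all compound-treated wells on the plate with controls excluded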
LAP4-GFP MLPCN – modulators of TOR pathway LAP4-GFP in S. cerevisiae | 0.34% of 320,000 active | GFP response vs DMSO, % at 10 µM | S. cerevisiae LAP4-GFP multiplex, flow cytometry GFP, 3 h; median GFP as percent of DMSO wells;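 active = GFP response vs DMSO above a set limit, about the screen mean plus 3 SD, cut at about 150% in these data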
MEP2 TOR yeast – alters MEP2-GFP fluorescence in TOR pathway yeast screen; S. cerevisiae MEP2-GFP strain, flow cytometry GFP, 3 h; 100% = DMSO control level; GFP response vs DMSO, % at 10 µM; 0.51% of 330,000 active; AID 2016;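 active = GFP response versus DMSO above a set limit, roughly screen mean plus 3 SD, cut at about 180% in these data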;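 also: median GFP fluorescence of the barcode-gated MEP2-GFP cells per well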
The depositor's hits bear a star; / = no result given; & = joins results of further samples; [ ] = another dose, or the depositor's remark.

mol	GRK2 inh	AGP1-GFP MLPCN	MEP2 TOR yeast	Yeast superoxide	RPL19A TOR yeast	LAP4-GFP MLPCN	VLA-4 inh	CIT2 TOR yeast
CNC(=S)N1N=C(c2ccccc2)CC1c1ccc(OC)c(OC)c1 (stereo not drawn)	0	111	114	105	109	104	-10	114
O=C(CCC1CCCN(C(=O)Cn2cnnn2)C1)NCc1ccccc1F (stereo not drawn)	0	122	108	104	103	119	1	107
OC(c1cc(-c2ccc(Cl)cc2)nc2ccccc12)C1CCCCN1 (stereo not drawn)	0	104	105	96	100	108	37	102
Cc1cc(C)cc(NC(=O)c2ccc(S(=O)(=O)C(F)F)cc2)c1	0	94	89	98	90	114	3	90
COc1cccc(N2CCN(CC(=O)Nc3ccccc3C(=O)NCc3ccccc3)CC2)c1	1	103	107	99	99	106	-14	98
CC(C)(CO)NCc1c(OCc2ccc(Cl)cc2)ccc2ccccc12	/	92	110	96	105	84	18	105
Cc1cc(SCNC(=O)c2ccccc2)ncn1	3	77	94	96	112	94	-3	67
CCOC(=O)c1ccc(NC(=O)c2cn(-c3ccccc3)nc2-c2ccncc2)cc1	2	/	107	95	99	110	8	103
CCN(CC)C(=O)COc1ccc(-c2nnc(N3CCCCC3)c3ccccc23)cc1	3	109	101	102	101	94	17	107
O=C(OC(c1ccccc1)c1nccc2ccccc12)c1cccc([N+](=O)[O-])c1 (stereo not drawn)	0	92	93	83	96	91	8	89
O=C(Nc1nc(-c2ccccc2Cl)cs1)c1cccnc1	0	/	101	82	103	98	-11	103
N=c1c[n+](N2CCOCC2)[n-]o1	0&4	86&101	102&98	110&88	100&105	123&104	9&7	78&99
COc1ccc(C2Nc3ccccc3C(=O)N2NS(C)(=O)=O)cc1OC (stereo not drawn)	4	112	104	85	101	104	13	100
CN1CC(=O)N(CC(=O)Nc2cccc3ccccc23)C1=O	11	93	92	93	93	90	3	88
CSCCC1COC(c2cccs2)=N1 (stereo not drawn)	0	97	101	93	102	95	1	96
CCN(CC(=O)Nc1ccccc1C(F)(F)F)C(=O)CCc1ccccc1	0	99	102	86	97	101	20	100
CCc1cccc(OCCn2nc(C(=O)O)c3ccccc3c2=O)c1	1	89	104	109	102	97	13	100
COc1cc(CC(=O)OCn2nnc3ccccc3c2=O)cc(OC)c1OC	0	96	105	103	100	101	15	100
CC1(C)CC(=O)C2=C(C1)N(Cc1ccco1)C(=O)C2(NC(=O)c1ccc(Cl)cc1Cl)C(F)(F)F (stereo not drawn)	0	103	106	102	104	102	10	105
CCN1CCN(c2nc(-c3cccs3)nc3ccccc23)CC1	0	102	103	115	93	95	-3	104
COc1ccc([N+](=O)[O-])cc1NC(=O)CCNC(=O)Cn1ccc2ccccc2c1=O	3	113	99	94	99	106	0	110
O=C1CCCN2N=C(SCC(=O)Nc3ccc(Cl)cc3)SC2=N1	0	103	104	86	106	94	-2	102
O=C(NCC1CCCO1)c1cc2n(n1)C(C(F)(F)F)CC(c1ccc(Br)cc1)N2 (stereo not drawn)	1	99	96	95	99	90	5	100
COc1ccccc1NC(=O)c1ccc(-n2cccn2)c([N+](=O)[O-])c1	0	106	107	106	101	98	-1	108
COc1ccc(NC(C)=O)cc1NC(=O)c1ccc2ccccc2c1	4	98	104	73	97	107	-7	89
COc1ccc(C(CNC(=O)C2CC2)N(C)C)cc1 (stereo not drawn)	0	107	98	88	100	92	0	108
COc1ccc(/C=N/n2c(C)nc3ccccc3c2=O)cc1	0	98	95	113	98	96	17	94
CN(C)c1ccc(C(=S)N2CCOCC2)cc1Br	3	104	100	84	99	103	6	92
Cc1cccc(N2C(=O)c3ccccc3C2=O)n1	3	91	99	81	98	86	13	99
COc1ccc(OCC(=O)c2c[nH]c3ccccc23)cc1	5	102	98	88	100	104	14	102
O=C(N/N=C/c1c[nH]c2ccc(Br)cc12)c1ccn(Cc2ccc(Cl)cc2)n1	0	100	98	87	99	102	-2	92
O=C(CC(=O)c1ccccc1)Nc1cc(C(F)(F)F)ccc1Cl	0	94	105	86	106	99	10	92
CCOC(=O)c1ccc(N2CCN(c3ccc(F)cc3)CC2)c(NC(=O)Nc2cccc(OC)c2)c1	0	99	102	98	104	101	-3	105
Cc1scc(C(=O)NNC(=O)CCC(=O)O)c1C	1	94	98	102	92	97	-2	102
Cc1ccccc1NC(=S)N(CCCN1CCC(C)CC1)Cc1ccco1	0	101	102	86	103	92	5	99
O=C(NCc1ccco1)C1CCN(Cc2ccc(F)cc2)CC1	0	101	101	103	96	102	15	94
Nc1nc(SCc2cccc([N+](=O)[O-])c2)n[nH]1	0	105	100	100	102	95	0	104
CC(=O)Nc1cc(C(=O)N2CCc3ccccc3C2)ccc1Sc1ccc(Cl)cc1	3	98	104	91	100	89	1	90
CCNC(=S)N1CCN(Cc2ccccc2)CC1	6	97	104	113	100	95	4	101
CC(C)c1ccc(NC(=S)NN2C(C)CCCC2C)cc1 (stereo not drawn)	4	104	102	100	103	119	-4	104
CCC(CO)NCc1cc(OC)c(OCC(=O)NCCc2ccccc2)cc1Br (stereo not drawn)	0	101	100	107	103	94	16	105
COc1ccc(NC(=O)CNc2cc(S(=O)(=O)N3CCOCC3)ccc2NCC2CCCO2)cc1 (stereo not drawn)	1	105	95	84	91	109	-30	92
Cc1ccc(CN2CCN(Cc3ccccn3)CC2CCO)cc1 (stereo not drawn)	0	107	108	71	105	100	-24	108
CCc1cccc(N(C)C(N)=Nc2cccc3ccccc23)c1	0	98	102	97	104	99	9	96
Cc1nc2c(c3c1[nH]c1ccccc13)C(=O)CC(C)(C)C2	1	105	109	93	100	101	3	101

Full records, looked up by structure:
Record of CCc1cccc(N(C)C(N)=Nc2cccc3ccccc23)c1 = GRK2 inh = 0; AGP1-GFP MLPCN = 98; MEP2 TOR yeast = 102; Yeast superoxide = 97; RPL19A TOR yeast = 104; LAP4-GFP MLPCN = 99; VLA-4 inh = 9; CIT2 TOR yeast = 96
Record of Cc1ccc(CN2CCN(Cc3ccccn3)CC2CCO)cc1 (stereo not drawn) = GRK2 inh = 0; AGP1-GFP MLPCN = 107; MEP2 TOR yeast = 108; Yeast superoxide = 71; RPL19A TOR yeast = 105; LAP4-GFP MLPCN = 100; VLA-4 inh = -24; CIT2 TOR yeast = 108

Further results follow.
mol	GRK2 inh	AGP1-GFP MLPCN	MEP2 TOR yeast	Yeast superoxide	RPL19A TOR yeast	LAP4-GFP MLPCN	VLA-4 inh	CIT2 TOR yeast
CN1CCC(N(C)C(=S)NC(=O)c2cc(-c3cccc(Br)c3)nc3ccccc23)CC1	0	104	111	103	104	101	-4	111
O=C(Nc1cccc(F)c1)C1CCN(C(=O)c2ccco2)CC1	0	101	94	112	101	89	-2	103
Cc1sc(NC(=O)CSc2ncn(-c3ccccc3)n2)nc1-c1ccccc1	0	96	103	90	102	112	-5	83
CC1Cc2cc(S(=O)(=O)CCC(=O)N3CCN(c4ccccc4)CC3)ccc2N1C(=O)C1CC1 (stereo not drawn)	0	96	96	98	97	91	-2	101
CCNC(=S)NC1CC2CCC(C1)N2Cc1ccccc1 (stereo not drawn)	2	68	89	118	111	100	4	60
O=C(COc1ccc(Cl)cc1Cl)Nc1ccc(-c2ccc(N3CCOCC3)nn2)cc1	0	107	97	97	98	99	4	91
CC(=O)N1CCc2cc(N=NC3=C(O)CC(C)(C)CC3=O)ccc21	5	104	101	84	97	94	4	98
Oc1c(C(c2ccccc2)N2CCCCC2)sc2ncnn12 (stereo not drawn)	1	101	111	88	110	118	-20	104
N#Cc1cccc(NC(=O)Cc2ccsc2)c1	0	94	104	104	97	100	11	89
COc1cc([N+](=O)[O-])ccc1NC(=O)Nc1cccnc1	12	95[may fluoresce green]	97[may fluoresce green]	112	93[may fluoresce green]	97[may fluoresce green]	-6	113[may fluoresce green]
CCNC(=S)NNC(=O)c1csc(C)c1	0	94	98	93	100	88	19	97
C[C@@H]1CC=C[C@H]2[C@H]1C(=O)N(Cc1ccccc1)[C@H]2c1ccc(-c2ccc(N(C)C)cc2)cc1F	0	103	101	105	100	92	14	102
O=C(CN1C(=O)c2ccccc2C1=O)OCC(=O)N1CCc2ccccc2C1	2	94	92	103	92	92	-6	95
C=CCn1c(=S)[nH]c2scc(-c3ccco3)c2c1=O	7	96	110	110	100	120	3	111
COc1cccc(NC(=O)NCCc2ccc(Cl)cc2)c1	0	92	90	113	90	97	7	98
O=C(COC(=O)CNC(=O)c1ccccc1F)Nc1ccc2c(c1)OCCO2	0	100	88	98	99	95	-6	95
COc1ccc(C(=O)Nc2cc(C)nn2-c2cccc(F)c2)cc1OC	0	105	103	92	99	105	-3	101
O=C(c1ccc(Cl)cc1)c1cc(-c2ccccn2)c(N2CCOCC2)s1	0	94	97	101	100	103	-4	/
CC(=O)Oc1ccc(-c2nc3cc(Cl)ccc3c(=O)o2)cc1	0	83	94	106	104	89	11	94
Cc1ccc(NC(=O)CS(=O)CC(=O)N(C2CCCC2)C(C)C(=O)NC2CCCCC2)cc1 (stereo not drawn)	0	99	95	92	96	92	1	102
COc1cc(/C=C/C(=O)O)cc2c1OCCO2	2	100	106	96	98	111	2	92
O=C(O)c1ccc(NC(=O)c2cccc(C(=O)Nc3ccc(C(=O)O)cc3)c2)cc1	1	93	100	86	99	87	4	98
C/C(N)=C(/C#N)C(=O)CSc1nc2ccccc2c(=O)n1Cc1ccc(C)cc1	0	/	94	97	91	99	-5	96
CC(C(=O)Nc1ccccc1)N1CCN(C(=O)c2ccco2)CC1 (stereo not drawn)	0	100	98	99	97	99	12	104
